PGC1a acetyl inh: inhibitors of PGC1a acetylation signal, primary screen, cell-based, U2OS, AlphaScreen, inhibitor mode. AlphaScreen anti-acetyl-lysine; with virally co-expressed GCN5 acetyltransferase. inhibition, % at 15.6 µM. hit rate 0.17% among 350,000;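 active = every replicate shows inhibition of at least 40%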;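 also: 0% = neutral control wells and 100% = positive control wells; some results beyond the cut were filed as inactive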
FN deposition inh: inhibitors of fibronectin matrix deposition, primary screen, AH1F cells, Alexa488-fibronectin fluorescence, plate reader; AH1F fibroblasts, overnight; inhibition, % at 12.6 µM; hit rate 0.086% among 350,000; AID 743247, 2014;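 active = mean inhibition across replicates of 30% or more, regardless of how many single replicates reach that level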;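 also: positive control wells lacked labelled fibronectin entirely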
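test system = AH1F fibroblasts assembling fluorescent fibronectin matrix | quantity = 10000 AH1F cells per well | buffer or medium = DMEM plus 2% serum, read in PBS | doses = single dose, pinned | incubation = 1 h cell attachment, overnight exposure to compound and label | detection = fluorescence at 485 nm excitation, 525 nm emission | read-out basis = inhibition from reduced deposited-fibronectin fluorescence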
GSIS activator: GLuc luminescence reporter in INS-1E cells, primary screen for activators of glucose-dependent secretion of insulin. INS-1E GLuc reporter insulin secretion, 2-3 h. activation, % at 16.6 µM. hit rate 0.61% among 370,000. AID 743287, 2014;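 active = lowest replicate activation of at least 40%, so every replicate reaches that level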;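 also: 0% = median of neutral control wells and 100% = median of IBMX positive control wells; some compounds called inactive have numbers as strong as hits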
miR122 inh: miR-122 Renilla sensor signal increase in Huh7, primary screen, miR-122 inhibitor project, cell-based, single point, plate reader; Huh7 miR-122 Renilla luciferase sensor, 48 h; neutral wells = 0, positive control = 100; activation (reporter increase), % at 12.5 µM; hit rate 0.3% among 340,000; AID 602342, 2012;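 active = mean replicate activation score at least 90 and every replicate individually at or above 90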;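 also: higher luciferase means less miR-122 activity so hits act as miR-122 inhibitors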
Cneo AK release: Cryptococcus neoformans cell lysis inducers, primary screen, AK release luminescence, single concentration. C. neoformans lysis, adenylate kinase release luminescence, 4 h; normalised: neutral wells 0, clomiphene wells 100. lysis activity, % at 15 µM. hit rate 0.2% among 360,000. AID 651654, 2012;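 active = mean lysis activity across replicates of at least 80%, whatever share of replicates individually reach that level; inactive = mean lysis activity below 80%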
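Test system: log-phase Cryptococcus neoformans yeast cells; Quantity: yeast cell density of 5 × 10^6 cells/mL; Buffer or medium: YPD; Doses: single compound concentration per well; Timing: 4 h at 37 °C static, read 1 h later; Measured by: AK luminescence; Read-out basis: lysis from increased AK signal; Control set: Clomiphene as positive control.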
Statin myotox sup: suppressors of statin myotoxicity in C2C12 myotubes, primary screen, cell-based, single point, plate reader; C2C12 myotubes + simvastatin, ATP luminescence, 48 h; scaled: DMSO 0, geranylgeraniol control 100; rescue of ATP level, % at 7.49 µM; hit rate 0.78% among 330,000;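 active = mean ATP rescue above about 67%, or every replicate alone reaching that limit, limit read from the data, passing the limit was not always enough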;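 also: myotubes were challenged with 10 µM simvastatin during compound exposure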
F508del corr: F508del CFTR correction, initial screen, CFBE line, single point; hit rate 0.36% among 350,000; CFBE cells, YFP halide quenching; stimulated with forskolin plus potentiator P3; % fluorescence drop versus neutral controls; activity (quench increase), % at 7.58 µM;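 active = mean added fluorescence quench of at least 8% versus neutral control, with both replicates also reaching 8%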;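 also: cells transiently co-express mutant CFTR-F508del with the halide-sensitive YFP; corrector assay measuring rescue of mutant channel to the surface after 24 h compound exposure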
PglD DTNB: C. jejuni PglD acetyltransferase inhibitors, primary screen, biochemical, DTNB colorimetric, single point; UDP-N-acetylbacillosamine N-acetyltransferase PglD (Campylobacter jejuni); purified PglD enzyme, DTNB colorimetric CoA detection; inhibition, % at 12.5 µM; hit rate 0.098% among 360,000; AID 602405, 2012; in the data active = inhibition above about 16%, passing the limit was not always enough; also: strong numbers were not always called active
* = called active by the depositor; x = no result given; & = joins results of further samples; [ ] = dose if it differs, or a comment.

SMILES	PGC1a acetyl inh	FN deposition inh	GSIS activator	miR122 inh	Cneo AK release	Statin myotox sup	F508del corr	PglD DTNB
Cc1ccc(S(=O)(=O)c2cn(C)c3cc(N4CCOCC4)c(F)cc3c2=O)cc1	9	-1	-8	-5	-4	6	-2.1	3
CCOC(=O)c1[nH]c(C)c(C(=O)OCC(=O)N(Cc2ccccc2)C(C)C)c1C	-2	5	-39	2	4	7	-1.3	0
Cc1ncc(CO)c2cc(S(=O)(=O)c3ccc(F)cc3)c(=O)oc12	0	-3	-16	x	0	9	2.3	-4
N#Cc1ccc(CN2CCN(C(=O)C3CC(=O)N(c4ccccc4F)C3)CC2)cc1 (stereo unspecified)	8	2	-3	-7	-2	7	-1.7	-2
Cc1ccc(NC(=O)Cc2cccs2)cc1Cl	5	-6	-29	-5	-3	-3	-0.6	2
CN1C(=O)NC(c2cccc([N+](=O)[O-])c2)C2=C1CCCC2=O (stereo unspecified)	12	-9	18	x	-4	5	0.4	12
CC1(C)CNC(=O)c2sc(N3CCCCC3)nc2C1	x	-2	x	6	4	x	x	-4
CN1C(=O)c2cc(NC(=O)c3ccc(C(F)(F)F)cc3)ccc2OC[C@@H]2O[C@H](CC(=O)NC3Cc4ccccc4C3)CC[C@H]21	-3	6	-12	-37[16.7 µM]	-1	-169	2.2	-1
C[C@H](CO)N1C[C@H](C)[C@H](CN(C)C(=O)C2CCC2)Oc2cc(C#CCN(C)C)ccc2S1(=O)=O	-1	x	15	-9[16.7 µM]	2	2	0.5	4
CO[C@H]1CN(C)C(=O)c2cc(NC(=O)c3cnccn3)ccc2OC[C@@H](C)NC[C@H]1C	0	2	7	-6[16.7 µM]	1	-10	-0.6	1
CCOC(=O)c1c(C)nn(-c2ccc(NC(=O)c3cccs3)cc2)c1C	-6	3	-8	-5	1	x	-1.7	2
O=C(Cc1ccccc1)N1C[C@@H]2[C@H](c3ccccc31)[C@H](CO)N2C(=O)c1cccc(F)c1	-7	x	3	14[16.7 µM]	4	3	-0.6	-2
COc1ccc(CC(=O)Nc2ccc(N3CCOCC3)cc2)cc1OC	0	3	0	x	x	-7	-3.3	x
C1CSC2(N1)C1CC3CC(C1)CC2C3 (stereo unspecified)	-5	x	-2	-1	2	12	x	-2
C[C@H]1CN([C@@H](C)CO)C(=O)Cc2cc(NC(=O)CCN3CCOCC3)ccc2O[C@H]1CN(C)Cc1ccc(Oc2ccccc2)cc1	-3	x	7	-1[16.7 µM]	1	8	-2.1	3
Cc1ccc(S(=O)(=O)Nc2ccc3c(c2)CC(=O)N([C@@H](C)CO)C[C@@H](C)[C@@H](CN(C)C)O3)cc1	1	x	13	6[16.7 µM]	-5	6	-0.4	0
Clc1ccc(NCc2cccnc2)c(Cl)c1	4	6	-6	1	-2	21	-5.3	4
CCC[C@@H](CN1CCC[C@H]1CN1C(N)=NC[C@H]1C(C)C)N1C[C@@H](Cc2ccccc2)N(CCCC2CCCC2)C1=N	9	5	-4	0	2	-14	-2.5	4
CCOC(=O)c1cnn(-c2nc(-c3ccccc3)cs2)c1C(F)(F)F	0	x	-25	-2	x	-6	x	x
CC(C)(C)c1cc(C(c2cccnc2)N2CCN(CCO)CC2)cc(C(C)(C)C)c1O (stereo unspecified)	-49	x	32	3	-5	-25	-3.9	1
CC(C)(C)n1nnnc1C(c1ccccc1)N1CCN(C/C=C/c2ccccc2)CC1 (stereo unspecified)	6	x	-42	-1	-18	-3	4.0	-5
Cc1cc(C(=O)N2CCC2(C)C(=O)NCCC#N)nn1C (stereo unspecified)	-6	-5	1	1	0	5	-0.6	-4
Fc1ccc(NC(=S)NCc2cccs2)cc1	9	x	20	24	-1	-37	x	1
C[C@@H]1CN([C@@H](C)CO)S(=O)(=O)c2ccc(C#CC3CC3)cc2O[C@@H]1CN(C)Cc1ccncc1	-13	-3	2	-10[16.7 µM]	0	-6	-0.9	0
CCO[C@@H]1OC(C(=O)NC2CC2)=C[C@H](c2ccccc2)[C@H]1CCCO	1&5	-3	15	1	-3&-2	-1	-1.9&-1.8	1&-3
O=C(Nc1ccccc1Br)C1CCC(=O)N1Cc1ccccc1Cl (stereo unspecified)	3	-13	x	0	1	5	x	2
COc1ccc(OC)c(CCNC(=O)c2cccc(NC3=NC4CS(=O)(=O)CC4S3)c2)c1 (stereo unspecified)	x	10	x	x	-1	-6	-4.5	-4
COc1ccc(S(=O)(=O)N(C)C[C@@H]2Oc3ccc(NC(=O)Nc4ccc(F)cc4)cc3C(=O)N([C@H](C)CO)C[C@H]2C)cc1	12	x	-17	9[16.7 µM]	5	-11	-0.6	4
CCCNC(=O)C[C@@H]1CC[C@H]2[C@H](COc3ccc(NC(=O)c4ccc(OC)cc4)cc3C(=O)N2C)O1	3	-14	-3	21[16.7 µM]	0	-8	1.3	1
CCCSc1nc2c(cnn2-c2ccccc2)c(=O)n1N	8	8	-6	-4	1	12	1.6	3
COc1ccc(N(C(=O)c2ccco2)C(C(=O)NC2CCCC2)c2cccs2)c(OC)c1 (stereo unspecified)	x	4	-2	-2	1	6	-1.3	5
Cc1nn(-c2ccc(Cl)cc2)c(Cl)c1/C=C(\C#N)C(N)=O	5	11	13	-1	5	x	-5.7	-5
CC12CCC(=O)N1C(C(=O)N1CCN(S(=O)(=O)c3cccc(C(F)(F)F)c3)CC1)CS2 (stereo unspecified)	7	4	2	3	0	3	0.8	-2
O=C(NCCOc1ccc(Cl)cc1)C1CCCCC1	x	x	-15	3	-1	10	-0.6	6
Oc1ccc(C[C@H]2CNC(=S)N2CC2CCCN2C[C@H](Cc2ccc(O)cc2)N2C[C@H](Cc3ccc(O)cc3)N(CC3CCCCCC3)C2=S)cc1 (stereo partly specified)	-19	x	96	3	5	-13	5.6	-2
CCOC(=O)c1csc(NC(=O)C2=COCCO2)n1	x	8	18	x	1	5	2.4	0
COc1ccc(S(=O)(=O)N(C)C[C@@H]2Oc3c(cccc3N(C)C)C(=O)N([C@H](C)CO)C[C@@H]2C)cc1	8	-7	1	6[16.7 µM]	1	11	1.6	6
COc1ccc(S(=O)(=O)N2Cc3ccccc3CC2C(=O)Nc2nccs2)cc1OC (stereo unspecified)	-9	x	2	6	0	x	x	-7
O=C(NNC(=O)C1C2CCCCC21)c1coc(=O)c(Br)c1 (stereo unspecified)	-2	-9	8	1	2	x	-0.6	7
COc1cccc(-c2ccc(C3=CC(=O)CC(C)(C)C3=O)cc2)c1OC	8	x	3	-5	3	-7	1.6	1
COC(=O)NC1(C(F)(F)F)C(=O)Nc2c1c(=O)n(C)c(=O)n2C (stereo unspecified)	11	1	x	-2	1	4	-3.6	-1
COc1ccc(CNc2ncc(-c3ccc(Br)cc3)n2C)cc1OC	-6	-4	-15	-3	2	-8	-0.2	1
O=C1C2C3C=CC(C4CC34)C2C(=O)N1c1cccc2ccccc12 (stereo unspecified)	-18	3	-5	1	-11	5	0.1	2
O=C(CNC(=O)c1cccs1)NCC(=O)OCc1ccccc1Br	-1	7	1	x	x	x	0.9	x
O=C(CCCn1c(SCC(=O)NCCc2ccccc2)nc2ccccc2c1=O)NCC1CCCO1 (stereo unspecified)	-1	3	1	-8	5	0	0.2	-2
Cc1cccc(C)c1NS(=O)(=O)c1ccc(-c2ccc(=O)[nH]n2)o1	-12	2	7	3	2	6	2.8	2
COc1cccc(CNC(=O)C[C@H]2CC[C@@H]3[C@H](COc4ccc(NC(C)=O)cc4C(=O)N3C)O2)c1	-4	-14	3	-43[16.7 µM]	-1	1	-0.7	-2
Cn1c(=O)[nH]c(=O)c2c1nc(NCCN)n2CCOc1ccccc1	9	5	5	-1	3	0	-2.9	-4
C[C@H]1CN([C@@H](C)CO)C(=O)c2cc(C#Cc3cccc(F)c3)cnc2O[C@@H]1CN(C)Cc1ccccn1	-10	-17	-1	-7[16.7 µM]	6	26	-1.0	-1
CCOC(=O)c1sc(=S)n(CC)c1NC(=O)CC	-3	-4	9	-3	-8	-10	x	-3
C[C@H](CO)N1C[C@H](C)[C@H](CN(C)Cc2ccccc2)Oc2ncc(/C=C/c3ccccc3)cc2C1=O	1&5	2	-14	5&15[16.7 µM]	6&5	0&5	1.4&3.5	2&-2
O=[N+]([O-])c1ccc(S(=O)(=O)Nc2ccncc2)cc1	-17	-4	8	-7	-5	4	-1.6	0
CCN1C(=O)/C(=C2/C=CC=CN2C)SC1=S	-1	x	x	-6	7	-14	x	1
COc1ccc(OCC(=O)Nc2ccc(S(=O)(=O)N3CCN(C)CC3)cc2)cc1	-8	-3	-5	-2	x	x	1.4	x
CSc1ncnc2[nH]ccc12	-1	3	20	x	0	5	-2.6	2
CCN(CC)CCCNc1cc(C)c(C#N)c2nc3ccccc3n12	6	-6	2	-2	5	8	0.7	-6
COc1ccc(-c2cn(-c3ccccc3)c(=S)[nH]2)cc1OC	-3	4	-4	-18	1	-11	0.5	6
C[C@H]1CN([C@@H](C)CO)C(=O)Cc2cc(NC(=O)CCN3CCOCC3)ccc2O[C@@H]1CN(C)Cc1ccncc1	1	x	2	-5[16.7 µM]	9	1	-2.3	-5
CN1C(=O)c2cc(NC(=O)Cc3cccs3)ccc2OC[C@H]2O[C@H](CC(=O)NCCc3ccncc3)CC[C@H]21	x	1	7	x	-1	3	x	0
CCCN1CCC(=O)N([C@H](CSc2ccc(Br)cc2)Cc2ccccc2)CC1	-7	0	-38	3	0	10	3.8	-2

Two successive entries already listed, for reference:
SMILES	PGC1a acetyl inh	FN deposition inh	GSIS activator	miR122 inh	Cneo AK release	Statin myotox sup	F508del corr	PglD DTNB
CCN(CC)CCCNc1cc(C)c(C#N)c2nc3ccccc3n12	6	-6	2	-2	5	8	0.7	-6
COc1ccc(-c2cn(-c3ccccc3)c(=S)[nH]2)cc1OC	-3	4	-4	-18	1	-11	0.5	6

Exported with values under each structure: entries from further up.
Under each structure – PGC1a acetyl inh, FN deposition inh, GSIS activator, miR122 inh, Cneo AK release, Statin myotox sup, F508del corr, PglD DTNB
- Cc1cccc(C)c1NS(=O)(=O)c1ccc(-c2ccc(=O)[nH]n2)o1
→ -12, 2, 7, 3, 2, 6, 2.8, 2
- COc1cccc(CNC(=O)C[C@H]2CC[C@@H]3[C@H](COc4ccc(NC(C)=O)cc4C(=O)N3C)O2)c1
→ -4, -14, 3, -43[16.7 µM], -1, 1, -0.7, -2
- Cn1c(=O)[nH]c(=O)c2c1nc(NCCN)n2CCOc1ccccc1
→ 9, 5, 5, -1, 3, 0, -2.9, -4
- C[C@H]1CN([C@@H](C)CO)C(=O)c2cc(C#Cc3cccc(F)c3)cnc2O[C@@H]1CN(C)Cc1ccccn1
→ -10, -17, -1, -7[16.7 µM], 6, 26, -1.0, -1
- CCOC(=O)c1sc(=S)n(CC)c1NC(=O)CC
→ -3, -4, 9, -3, -8, -10, x, -3
- C[C@H](CO)N1C[C@H](C)[C@H](CN(C)Cc2ccccc2)Oc2ncc(/C=C/c3ccccc3)cc2C1=O
→ 1&5, 2, -14, 5&15[16.7 µM], 6&5, 0&5, 1.4&3.5, 2&-2
- O=[N+]([O-])c1ccc(S(=O)(=O)Nc2ccncc2)cc1
→ -17, -4, 8, -7, -5, 4, -1.6, 0
